Source: PubChem (several laboratories)
GAA850 FXN act – frataxin GAA850 promoter activation | HEK293 lucGAA850 FXN promoter luciferase reporter, 24 h; percent of 10 µM SAHA response | activation, % at 6 µM | hit rate 0.56% among 360,000 | AID 540364;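 active = activation above the average of all compounds screened plus 3 SD, cutoff fixed separately per campaign, cut at about 7.5% in these data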;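 also: 0% = DMSO wells and 100% = 10 µM SAHA wells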
DDE Tn6 FP inh – disrupts Tn6 cyclic peptide binding to fibrin D-Dimer-E complex; inhibition, % at 8.3 µM; Fibrin DD(E) TRITC-Tn6 fluorescence polarization displacement; AID 720509; hit rate 0.21% among 370,000;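 active = inhibition above a per-campaign cutoff: mean of compounds within control limits plus 3 SD, cut at about 15% in these data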;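 also: 0% = median of all compound wells on the plate and 100% = blocking peptide control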
Target sequence (P02675 whole entry, looked up): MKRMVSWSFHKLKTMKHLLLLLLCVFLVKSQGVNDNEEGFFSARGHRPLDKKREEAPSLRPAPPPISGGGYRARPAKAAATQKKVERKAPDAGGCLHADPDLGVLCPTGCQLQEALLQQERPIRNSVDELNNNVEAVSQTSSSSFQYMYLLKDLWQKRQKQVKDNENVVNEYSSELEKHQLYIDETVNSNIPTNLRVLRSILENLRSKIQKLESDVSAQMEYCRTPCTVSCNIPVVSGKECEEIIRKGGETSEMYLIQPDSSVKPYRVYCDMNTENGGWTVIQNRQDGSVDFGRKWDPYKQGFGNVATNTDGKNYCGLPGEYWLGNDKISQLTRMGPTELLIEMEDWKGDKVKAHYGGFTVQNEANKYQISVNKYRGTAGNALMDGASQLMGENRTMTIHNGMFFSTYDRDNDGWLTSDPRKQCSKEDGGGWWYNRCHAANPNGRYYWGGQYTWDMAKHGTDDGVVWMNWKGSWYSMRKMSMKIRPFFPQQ
ARFGAP1 inh – rat ARFGAP1 inhibition. hit rate 0.26% among 360,000. inhibition, % at 16.5 µM. Q62848. Arfgap1-stimulated ARF1 GTP hydrolysis, GDP FP detection;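 active = inhibition above a per-plate limit, mean inhibition of low control wells plus 3 SD, cut at about 25% in these data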;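 also: 0% = DMSO wells with enzyme and 100% = wells lacking Arfgap1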
Target sequence (Q62848 1-136 limits assumed): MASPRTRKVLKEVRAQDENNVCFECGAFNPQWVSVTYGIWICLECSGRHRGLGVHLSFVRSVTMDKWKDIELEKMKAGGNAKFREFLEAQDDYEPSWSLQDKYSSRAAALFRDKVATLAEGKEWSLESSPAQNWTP
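Assay system: purified rat His6-Arfgap1 residues 1-136 (GAP domain); Reagent: human Δ17 ARF1 bound to GTP; Dosing: 16.5 µM single point, 1.26% DMSO; Times: GTP hydrolysis reaction 2 h at 25 °C; Signal: FP, GDP Alexa 633 tracer displaced from anti-GDP antibody, 620/688 nm; Measure: % inhibition from polarization.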
ASAP1 inh – blocks human ASAP1-stimulated Arf1 GTP hydrolysis. Q9ULH1. GDP FP detection. inhibition, % at 16.5 µM. hit rate 0.19% among 360,000; in the data active = inhibition above about 25%;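 also: 0% = vehicle with enzyme and substrate and 100% = no enzyme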
GC-B act – GC-B (human) receptor activation. P20594. HEK293-GC-B cells, CNP EC30, cGMP TR-FRET; 0% at EC30 CNP, 100% saturating CNP. activation, % at 10 µM. hit rate 0.11% among 370,000;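 active = activation at 10 µM reaching about 35% in either raw or pattern-adjusted values, limit read from the data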
ADAM10 inh – inhibitors of human ADAM10; recombinant ADAM10, EDANS/DABCYL FRET peptide cleavage, 3 h; inhibition, % at 7 µM; hit rate 0.62% among 370,000; AID 720582;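 active = inhibition above a per-campaign cutoff equal to the mean of compounds falling between control-based bounds plus 3 SD, cut at about 20% in these data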;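 also: 0% = DMSO wells while the 100% control is not disclosed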
NPR1 activator – GC-A (human) enzyme activation; P16066; HEK293 GC-A cells, cGMP TR-FRET, EC30 ANP; 0% at EC30 ANP, 100% saturating ANP; activation, % at 10 µM; hit rate 0.14% among 370,000; AID 1671463; in the data active = activation above about 40%
rCAG RNA binder – r(CAG) repeat RNA binding; TO-PRO-1 dye displacement fluorescence; inhibition, % at 3 µM; hit rate 1.3% among 370,000; AID 651821;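 active = inhibition above the plate cutoff, the mean of all test compounds on that plate plus 3 SD, cut at about 35% in these data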;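 also: 0% = DMSO alone and 100% = 100 µM mitoxantrone as full dye displacement; higher means more dye released from RNA so lower well fluorescence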
KLK7 zymogen act – activators of human kallikrein-7 zymogen. P49862. activation, % at 7 µM. purified proKLK7, EDANS-DABCYL substrate fluorescence; 100% is mature enzyme control, 0% vehicle. hit rate 0.9% among 370,000;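 active = activation above the mean of all tested compounds plus 3 SD, computed per campaign excluding outliers beyond control limits, cut at about 13% in these data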
Target sequence (P49862 whole entry, looked up): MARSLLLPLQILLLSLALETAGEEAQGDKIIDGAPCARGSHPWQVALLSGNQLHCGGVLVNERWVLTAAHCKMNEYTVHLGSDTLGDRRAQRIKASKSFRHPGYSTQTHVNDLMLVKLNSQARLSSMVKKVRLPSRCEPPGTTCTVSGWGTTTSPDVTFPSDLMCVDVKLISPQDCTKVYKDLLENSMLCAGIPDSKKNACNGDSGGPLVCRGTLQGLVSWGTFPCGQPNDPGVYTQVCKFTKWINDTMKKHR
HGIII-sPLA2 inh – Blocks human group III sPLA2 activity. hit rate 0.56% among 370,000. QFRET BODIPY PC-A2 liposome hydrolysis, fluorescence. Q9NZ20. inhibition, % at 12.2 µM. AID 743126;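 active = inhibition above mean plus 3 SD of compounds lying within the high and low control bounds, cut at about 19% in these data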;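 also: 0% = median of test compound wells and 100% = no enzyme DMSO wells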
Starred values were filed as active, the others as inactive; i = inactive; nt = no result given; & = joins results of further samples.

cpd	canonical_smiles	GAA850 FXN act	DDE Tn6 FP inh	ARFGAP1 inh	ASAP1 inh	GC-B act	ADAM10 inh	NPR1 activator	rCAG RNA binder	KLK7 zymogen act	HGIII-sPLA2 inh
1	COc1ccc(CNC(=O)CCS(=O)(=O)c2ccc(Br)cc2)cc1	-0.9	6	0	5	0	1	3	-1	-0.6	2
2	COc1ccc(CCNC(=O)c2c(N)[nH]c(C(=O)c3ccccc3)c2-c2ccc(N(C)C)cc2)cc1	nt	0	nt	nt	-6	9	-2	nt	nt	4
3	CCCCC1=CC2=C(c3ccco3)C(=O)C(C)(OC(=O)c3ccc(OC)cc3)C(=O)C2=CN1CCCN(CC)CC (configuration not stated)	0.6	3	0	4	0	-14	1	-3	1.8	10
4	COc1ccc(CSc2nnc(C)n2N)cc1Br	1.4	7	-3	4	1	-7	1	0	-0.1	-1
5	O=C1/C(=C/c2cccc([N+](=O)[O-])c2)CSc2ccc(Cl)cc21	2.8	3	-8	2	-5	5	-3	2	0.4	-4
6	COCCn1nnnc1C(C(C)C)N(Cc1cccnc1)Cc1cc2cc(OC)ccc2[nH]c1=O (configuration not stated)	1.6	0	-3	-7	-4	-69	-6	-8	-0.3	-2
7	COC(=O)c1ccc(NC(=O)CNS(=O)(=O)c2cccs2)cc1	2.8	6	16	3	-2	3	0	3	0.0	-3
8	CCOCCCNC(=O)CN1CCN(S(=O)(=O)c2ccc3c(c2)CCC3)CC1	-0.5	-6	-1	-2	-6	-17	-1	4	-0.5	12
9	Cc1cc(C)cc(NC(=O)C(=O)NCCCN2CCOCC2)c1	3.8	3	4	2	-1	-1	1	-3	0.4	-4
10	C[C@H]1CN([C@@H](C)CO)C(=O)CCCn2nncc2CO[C@H]1CN(C)S(=O)(=O)c1cccc(F)c1	-0.4	3	9	2	-8	0	0	2	0.6	-6
11	Cc1cccc(C(=O)NC2CCN(S(=O)(=O)c3ccc(F)cc3)CC2)c1	0.6	3	5	-5	-4	0	2	-5	0.2	0
12	COc1ccc(N2CCN(C(=O)c3[nH]c4ccc(OC)cc4c3C)CC2)cc1	0.8	-3	6	4	-1	-4	0	-7	0.2	0
13	CCO[C@H]1OC(C(=O)NCc2ccccc2)=C[C@@H](C2CCCCC2)[C@@H]1CCCO	0.0	-10	-5	3	2	0	-3	-7	-0.1	-6
14	COc1cc2[nH]c(=S)nc(NCCc3ccc(C)cc3)c2cc1OC	2.5	0	-3	-8	-8	-8	0	4	-0.5	10
15	Cc1ccc2oc(C(=O)Nc3cc(C)on3)c(C)c2c1	5.0	0	0	6	0	-9	1	2	0.6	7
16	Cc1ccccc1NC(=O)c1cc(S(=O)(=O)N2CCOCC2)cs1	0.1	0	7	1	-1	-20	-1	-1	0.1	-5
17	COc1cc(/C=N/NC(=O)Cc2ccccc2)ccc1Oc1ccc([N+](=O)[O-])cc1[N+](=O)[O-]	2.2	4	19	24	1	4	-2	3	-0.4	-2
18	O=C(O)CCCNC(=O)c1nn(Cc2ccccc2)c(=O)c2ccccc12	-0.3	1	-6	-6	1	-6	3	3	0.2	0
19	CC(C(=O)c1c[nH]c(C(=O)N=CN(C)C)c1)c1ncc(C(F)(F)F)cc1Cl (configuration not stated)	-0.3	1	-2	3	0	-3	-4	-2	0.6	-3
20	Cc1ccc(S(=O)(=O)c2c(C)c(C)c(C)[nH]c2=O)cc1	0.9	-6	6	6	0	-20	1	-2	-0.1	5
21	CN(C)c1ccc(C(=O)N/N=C/c2ccccn2)cc1	0.2	1	-10	4	-2	10	-6	1	-0.1	5
22	CCCCCOc1ccc(CSc2ncn[nH]2)cc1	4.8	4	4	0	-2	7	1	-6	0.2	-40
23	COc1ccc(-c2cn[nH]c2-c2ccc(OCc3ccccc3F)cc2O)cc1OC	-3.8	-6	20	15	4	23*	8	3	-0.1	-29
24	COc1cc(CC(=O)NCC(C)(C)N2CCOCC2)cc(OC)c1OC	0.5	1	1	0	4	10	-2	4	-0.1	3
25	COc1ccc(C(=O)CN2CCN(c3cc(C)nc4ccccc34)CC2)cc1	-1.6	1	1	-2	2	0	2	-1	-0.9	-4
26	Cn1c(NC(=O)c2cc(Br)ccc2Cl)cc(=O)n(C)c1=O	1.4	-5	10	6	5	-5	3	0	-0.4	-3
27	COc1ccccc1N(CC(=O)N/N=C/c1c(O)ccc2ccccc12)S(C)(=O)=O	-5.1	-10	-7	17	6	-5	1	14	-2.2	1
28	CC[C@]12c3[nH]c4cc(-c5ccco5)ccc4c3CCN1C(=O)[C@@H](CC(=O)NC/C=C(\C)CCC=C(C)C)C[C@@H]2C(=O)N1CCN(C(=O)C2CC2)CC1	-2.0	8	-1	-2	-1	i	0	20	-3.0	-6
29	CCCCC(CC)CNC(=O)CCCCn1c(=O)[nH]c2ccsc2c1=O (configuration not stated)	3.2	2	-2	3	-3	0	-3	-4	0.3	-9
30	CCc1noc(C)c1C(=O)Nc1ccc(C(F)(F)F)cc1	0.6	-1	3	8	4	-1	1	-4	-0.6	1
31	COc1ccc(CCNC(=O)CCC2COc3ccccc3O2)cc1OC (configuration not stated)	0.4	-3	-2	-5	1	-4	-2	-6	0.2	1
32	CCc1ccc(C(=O)N/N=C/c2cccc3ccccc23)nc1	1.5	-1	-1	-15	-9	-1	-2	2	-0.6	6
33	CCn1cc(C(=O)OCC(=O)NCc2ccccc2Cl)c(=O)c2ccc(C)nc21	-0.4	8	2	-12	6	6	-2	-3	-0.4	0
34	Fc1ccc(SCCc2ccccn2)cc1	1.2&1.8	1&-1	-11&-3	4&4	2&0	3&-5	3&3	-2&-4	0.4&0.0	14&-3
35	CSc1ccc(CN2CCC2(C)C(=O)NC2CCN(Cc3ccccc3)CC2)cc1 (configuration not stated)	-0.9	6	-9	4	-10	-9	-15	2	-0.2	0
36	O=C(O)CCC1OC(=O)C(O)=C1c1ccccc1 (configuration not stated)	0.4	4	11	6	2	-13	-1	2	-0.2	-5
37	Nn1c(C2CCCCC2)nc2ccccc2c1=O	-1.6	5	0	-4	2	2	2	-2	-0.2	3
38	CCCn1nc(NS(C)(=O)=O)c2cc3cccc(C)c3nc21	3.2	-1	10	5	4	-14	3	14	0.3	-1
39	CC(C)(C)c1ccc(S(=O)(=O)NCc2ccc(C(=O)NCC3CCCO3)cc2)cc1 (configuration not stated)	-0.4	2	1	-2	-2	-6	0	-5	0.0	-16
40	CC(=O)C1=CCC(c2ccc(C)cc2)N(S(=O)(=O)c2ccc(C)cc2)C1 (configuration not stated)	nt	1	9	-9	1	-3	-6	4	-0.5	4
41	Cc1cc(NC(=O)C2CC(=O)N(c3ccccc3Cl)C2)no1 (configuration not stated)	1.0	2	6	-10	1	7	1	2	0.2	2
42	CC(=O)NC1CC2CCCC(C1)N2CC(=O)N1CCCc2ccccc21 (configuration not stated)	1.8	2	-3	-12	1	4	4	1	-0.3	4
43	COc1ccc(NC(=O)/C=C/c2ccc(F)cc2)cn1	4.5	-8	10	-3	-2	-1	2	-1	-0.1	-4
44	O=C(c1ccc(Cl)cc1)N(Cc1ccco1)C1CCS(=O)(=O)C1 (configuration not stated)	-1.0	0	11	-11	2	-1	-5	4	-0.3	5
45	CCCN(CC(=O)Nc1ccccc1C)C(=O)C1CC(=O)N(Cc2ccccc2)C1 (configuration not stated)	1.1	-1	4	10	3	-6	-1	-6	0.1	10
46	NS(=O)(=O)c1ccc(NC(=O)Cc2cccs2)cc1	-0.5	-1	11	-3	3	-7	1	5	0.9	-2
47	COc1ccc(-n2c(Cc3cccn3C)nnc2SCC(=O)Nc2ccccc2)cc1	1.1	-7	-5	6	-2	-4	-2	7	-0.3	-30
48	CC(C)C(=O)N1CCC1(C)C(=O)NCc1ccc(C(C)(C)C)cc1 (configuration not stated)	-0.5	1	-16	-8	3	-11	1	-3	-0.6	17
49	Cc1ccc(C2OCC3(CO2)COC(c2ccc(C)cc2)OC3)cc1 (configuration not stated)	-1.0	-5	10	9	-1	7	0	-2	0.2	1
50	Cc1ccc(C)c2[nH]c(=O)c(CCNC(=O)c3cccs3)cc12	-1.3	-6	-2	8	-6	-64	4	0	0.4	13

An excerpt from above, limited to rCAG RNA binder.
item	Compound	rCAG RNA binder
46	NS(=O)(=O)c1ccc(NC(=O)Cc2cccs2)cc1	5
50	Cc1ccc(C)c2[nH]c(=O)c(CCNC(=O)c3cccs3)cc12	0
49	Cc1ccc(C2OCC3(CO2)COC(c2ccc(C)cc2)OC3)cc1 (configuration not stated)	-2

Next compounds:
cpd	canonical_smiles	GAA850 FXN act	DDE Tn6 FP inh	ARFGAP1 inh	ASAP1 inh	GC-B act	ADAM10 inh	NPR1 activator	rCAG RNA binder	KLK7 zymogen act	HGIII-sPLA2 inh
51	O=C(O)C1CSC2(c3ccc4c(c3)OCCO4)CCC(=O)N12 (configuration not stated)	-0.5	2	8	-10	0	-5	2	3	0.6	1
52	N#C/C(=C\c1cccc(O)c1)C(=O)N1CCCCC1	2.1	-4	1	-11	3	1	5	-3	0.4	3
53	O=C(NNc1nc(-c2ccccc2)c2cc(Br)ccc2n1)c1ccc(S(=O)(=O)N2CCOCC2)cc1	2.9	-1	-3	-6	-11	-9	-11	-1	0.0	10
54	COc1ccc(/C=C/C(=O)N2CCN(c3ccccn3)CC2)cc1	3.2	-3	1	12	-7	-1	-8	-9	0.3	4
55	O=C(Oc1ccc(/C=N/O)cc1)c1ccccc1	0.7	0	10	-5	-5	4	3	0	-0.8	-9
56	CCN(CC)C(=O)c1cc2c(=O)c3cc(Cl)ccc3oc2nc1C	4.7	3	-3	2	-2	-41	-2	-6	0.9	-2
57	O=[N+]([O-])c1ccc(Cc2nnc(-c3ccc(F)cc3)o2)cc1	6.5	8	0	14	-3	2	1	2	-0.1	-26
58	CCN(CC)c1ccc(C(=O)OCc2cc(=O)oc3cc(O)ccc23)cc1	2.5	0	12	-5	-2	-141	0	36*	-55	-42
59	CC(=O)Nc1sc(-c2ccccc2)nc1-c1ccccc1	-0.6	0	-6	5	-4	-70	0	0	0.7	-2
60	CCCNC(=O)c1cc2c(c(-c3cccc(-c4cc5ccccc5o4)c3)n1)[C@@H](CCO)N(C(=O)NC(C)C)C2	nt	0	10	2	8	-9	3	10	0.4	-33
61	O=C(CSC1=NCCN1)Nc1ccccc1[N+](=O)[O-]	0.7	-3	3	9	-1	-12	2	-4	-0.6	4
62	COc1ccc(C2C(C(=O)N3CC(C)CC(C)C3)c3ccccc3C(=O)N2C)cc1 (configuration not stated)	0.6	4	-7	3	-6	-9	-9	-8	-0.6	10
63	O=C(CCNC(=O)N1CC(=O)Nc2ccccc21)Nc1ccc(Cl)cc1	-1.0	1	2	-1	2	-3	3	1	-0.2	2
64	CCN(C[C@H]1N[C@@](CC)(C(=O)OC)[C@H]2C(=O)N(C)C(=O)[C@@H]12)S(=O)(=O)c1ccc(C(C)(C)C)cc1	0.9	-7	-3	8	3	-13	1	-2	-0.1	3
